bIAP inhibitor – intestinal alkaline phosphatase (bovine) inhibition | purified bovine IAP, CDP-star luminescence, 30 min | inhibition, % at 20 µM | 190,000 tested, under 10 active | AID 1019;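 active means over 50% inhibition of intestinal alkaline phosphatase at 20 µM in the single-dose screen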
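test system = bovine IAP enzyme | medium = DEA buffer 100 mM, pH 9.8, with MgCl2 1.0 mM, ZnCl2 0.02 mM | detection = luminescence | dosing = single compound dose of 20 µM, 2% DMSO final | incubation = 30 min reaction at room temperature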
TNAP inh no acc – TNAP (human) inhibition, acceptor-free conditions; purified TNAP, CDP-star luminescence, 30 min; P05186; inhibition, % at 20 µM; 200,000 tested, 0.26% active; AID 1012;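 active means tissue-nonspecific alkaline phosphatase inhibition above about 50% at 20 µM in the single-dose screen, limit read from the data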;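 further: 0% = DMSO negative control and 100% = EDTA positive control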
Target sequence (P05186 whole entry, looked up): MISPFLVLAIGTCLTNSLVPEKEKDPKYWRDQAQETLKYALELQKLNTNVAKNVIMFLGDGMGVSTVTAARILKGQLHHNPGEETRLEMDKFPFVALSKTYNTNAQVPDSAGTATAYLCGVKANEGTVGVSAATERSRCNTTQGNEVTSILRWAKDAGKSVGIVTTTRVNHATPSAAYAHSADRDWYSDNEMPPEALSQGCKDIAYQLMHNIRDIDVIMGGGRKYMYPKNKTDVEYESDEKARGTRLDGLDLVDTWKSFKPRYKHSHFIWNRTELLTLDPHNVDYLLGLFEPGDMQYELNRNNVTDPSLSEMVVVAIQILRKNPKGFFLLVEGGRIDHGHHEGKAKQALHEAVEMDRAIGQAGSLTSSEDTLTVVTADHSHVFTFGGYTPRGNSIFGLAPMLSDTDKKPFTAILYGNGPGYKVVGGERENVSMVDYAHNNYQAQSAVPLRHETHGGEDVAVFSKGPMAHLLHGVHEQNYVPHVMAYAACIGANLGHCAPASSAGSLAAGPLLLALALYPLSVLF
TNAP act hiacc – activators of human TNAP at high phosphate acceptor concentration. P05186. purified TNAP, CDP-star luminescence, 1 M DEA, 30 min; hits give high values; 0 = EDTA background, 1 = DMSO-only activity. activation factor at 20 µM. 200,000 tested, under 10 active;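 active means activation factor at least 2 at 20 µM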
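Control set: EDTA negative control, DMSO positive control / Assay system: human TNAP / Quantity: TNAP 1/800 final / Evaluation: TNAP activation factor scaled between EDTA and DMSO control wells / Measured by: luminescent substrate turnover signal / Compound dosing: one dose, 20 µM / Times: 30 min enzyme reaction at room temperature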
bIAP activator – intestinal alkaline phosphatase (bovine) activation | purified bovine IAP, CDP-star luminescence, 30 min; hits give high values; fold of DMSO-control signal, blank-subtracted | activation factor at 20 µM | 200,000 tested, 0.17% active | AID 1016;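 active means activation factor of 2 or more at 20 µM, a signal rise over negative controls twice the positive control's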
TNAP inh hiacc – blocks human TNAP under high phosphate acceptor concentration. P05186. 200,000 tested, 0.03% active. purified TNAP, CDP-star luminescence, 1 M DEA. AID 1135. inhibition, % at 20 µM;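 active means over 50% inhibition of tissue-nonspecific alkaline phosphatase at 20 µM in the single-dose screen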;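 further: plate controls were DMSO wells for no effect and EDTA-quenched wells as full inhibition for full effect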
PMI act – activators of human phosphomannose isomerase; P34949; activation factor at 20 µM; 190,000 tested, 0.005% active; purified human PMI, coupled resazurin fluorescence, 20 min; hits give high values; 1 = vehicle control, 0 substrate-free wells;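 active means activation factor of 2 or more at 20 µM, relative to plate controls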
Target sequence (P34949 whole entry, looked up): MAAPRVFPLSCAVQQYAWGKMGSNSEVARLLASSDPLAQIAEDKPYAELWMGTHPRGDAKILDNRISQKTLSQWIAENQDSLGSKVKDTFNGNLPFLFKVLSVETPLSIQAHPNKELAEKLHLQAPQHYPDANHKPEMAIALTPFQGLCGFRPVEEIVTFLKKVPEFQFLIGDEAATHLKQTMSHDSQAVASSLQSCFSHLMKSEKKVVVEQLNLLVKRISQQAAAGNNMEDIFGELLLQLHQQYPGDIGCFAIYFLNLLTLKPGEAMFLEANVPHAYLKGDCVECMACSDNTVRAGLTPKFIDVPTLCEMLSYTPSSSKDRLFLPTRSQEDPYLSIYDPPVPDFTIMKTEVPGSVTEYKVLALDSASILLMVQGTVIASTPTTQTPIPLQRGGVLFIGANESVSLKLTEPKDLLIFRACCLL
Diaphorase inh – inhibits diaphorase or chemically oxidizes, flagging diaphorase assay artifacts; diaphorase resazurin-to-resorufin fluorescence, NADH, 16 min; bacterial (C. kluyveri) enzyme, not human; AID 1217; 190,000 tested, 0.69% active; inhibition, % at 20 µM;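 active means primary screen inhibition at 20 µM above a set limit, cut at about 50% in these data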;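 further: plate controls were DMSO with full reaction for no effect and wells lacking NADH for full effect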
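System: Bacterial diaphorase enzyme (C. kluyveri) | Incubation: 16-min room-temperature incubation before reading | Benchmarks: No-NADH positive control and DMSO neutral control | Measured by: Resorufin fluorescence 544/590 nm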
PMI act satM6P – activators of human phosphomannose isomerase at near-saturating mannose 6-phosphate | coupled PMI enzyme assay, resazurin fluorescence, 20 min; hits give high values; 1 = untreated enzyme, 0 = substrate-free blank | activation factor at 20 µM | 190,000 tested, 0.34% active;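 active means activation factor of 2 or more at 20 µM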
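assay system = human phosphomannose isomerase with PGI, G6PDH, diaphorase coupling enzymes | quantity = 15 ng/mL PMI | incubation = enzyme reaction with compound 20 min at room temperature | medium = HEPES pH 7.4 buffer with MgCl2 and Tween-20 | compound dosing = one concentration, 20 µM, in 1% DMSO | measured by = Diaphorase-driven resazurin-to-resorufin fluorescence, excitation 544, emission 590 nm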
L major viab – reduces viability of Leishmania major promastigotes. inhibition, % at 10 µM. 200,000 tested, 9% active. resazurin fluorescence viability; in the data active means inhibition above about 50%;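 further: promastigotes grown with compound for 44 hours at 28 °C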
Diaph act CS – activates diaphorase or chemically reduces, flagging diaphorase assay artifacts. Diaphorase/resazurin coupled assay, resorufin fluorescence, 16 min; hits give high values; 1 = vehicle wells, 0 = NADH-free wells. activation factor at 20 µM. 190,000 tested, 0.005% active. AID 1229;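 active means diaphorase activity raised at least twofold by the compound at 20 µM; inactive means activation factor below 2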
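Material: Purified diaphorase enzyme from Clostridium kluyveri | Buffer or medium: 50 mM HEPES pH 7.4 with 4.542 mM MgCl2, 0.005% Tween 20 | Times: 16 min enzyme reaction, ambient temperature | Signal: Red resorufin fluorescence at 544/590 nm excitation/emission | Measure: Increased resorufin signal from activators or reducing compounds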
An asterisk follows results filed as active; nt = not tested or not shown.

Value order: bIAP inhibitor	TNAP inh no acc	TNAP act hiacc	bIAP activator	TNAP inh hiacc	PMI act	Diaphorase inh	PMI act satM6P	L major viab	Diaph act CS
Cc1nn(Cc2ccccc2)c(C)c1C(=O)NCCN1C(=O)S/C(=C\c2ccc(F)cc2)C1=O
  42	-2	1.1	0.6	-8	1.1	1	1.1	-6	1
CCOC(=O)NC(CC(=O)O)c1ccc(OC)c(OC)c1 (configuration not stated)
  -2	-6	1	1	-2	0.9	7	1	1	0.9
Cc1nn(CC(=O)Nc2ccccn2)c(=O)c2ccccc12
  8	-10	1.1	0.9	-8	0.9	11	1	-6	0.9
CC(C)N(C(=O)COC(=O)[C@H](C)NC(N)=O)c1ccccc1
  1	-10	1	1	-3	1.1	2	1	-3	1
O=C(COc1ccc(Br)cc1CNC1CCCCC1)NCCc1ccccc1
  3	-13	1.1	1	-11	1.2	0	1.1	93*	1
Cc1ccccc1OCC(O)CN(Cc1ccccc1O)C1CCCCC1 (configuration not stated)
  25	-9	1	0.8	-1	1	-3	1	91*	1
O=c1c(Br)c(N2CCCC2)cnn1-c1ccccc1
  3	-7	1	1	-4	1.2	6	1.1	33	0.9
CC1CCCC(NC(=O)CSc2nccn2C)C1C (configuration not stated)
  7	0	1	0.9	-1	1.2	-5	1.3	0	1.1
CSc1nc(=O)n2cc(C)ccc2n1
  -4	-1	1	1	-1	1.1	4	1	-8	1
S=C1N(c2ccccc2)C(c2cccc3ccccc23)N2CCCN12 (configuration not stated)
  5	-9	1	1	-3	0.9	3	1	2	1
CN(c1ccc(C(=O)N2CCCCC2)cc1)S(=O)(=O)c1ccccc1
  7	-5	1	0.9	1	0.9	9	0.9	-1	0.9
Cc1[nH]nc(N=Cc2c(O)n(C)c(=O)n(C)c2=O)c1-c1ccccc1
  -10	-2	1.1	1.1	-12	1.2	-17	0.6	nt	1.2
CCN(CC)c1ccc([N+](=O)[O-])cc1C(=O)N1CCOCC1
  10	8	0.9	0.9	10	0.9	4	0.8	4	1
CCOc1ccc2ccccc2c1/C=N/NC(=O)CNC(=O)C(c1ccccc1)c1ccccc1
  -8	1	1	1.1	-5	1	4	1	4	1
Cc1ccc2nc(-c3cccc(Br)c3)cc(C(=O)NC3=NCCS3)c2c1
  -10	-4	1.1	1.1	-6	1	-13	1	8	1.1
COC(=O)c1c(N)nc(C)n1-c1ccc(OC)cc1
  7	-10	1	0.9	-4	0.9	15	0.9	5	0.9
NC(=O)COC(=O)c1ccc(-c2ccccc2)cc1
  -3	-9	1.1	1	-6	1	7	1	-1	0.9
O=C(CC1SC(=O)N(Cc2ccc(Cl)cc2)C1=O)Nc1nccs1 (configuration not stated)
  19	-1	1	0.8	-1	1	5	1.1	-10	0.9
Cc1cccc(Oc2ncnc3oc(-c4ccccc4)cc23)c1C
  20	-3	1	0.8	3	0.8	12	0.9	-6	0.9
O=C(CCCSc1nc2ccccc2[nH]1)NCc1ccccc1
  26	-1	1	0.7	-1	1	6	1.1	-6	0.9
Cc1ccc(NC(=O)COC(=O)C2=COCCO2)c([N+](=O)[O-])c1
  -2	-5	1	1	-1	1.1	6	1.1	0	0.9
CCCN(CC(=O)Nc1ccc(C(N)=O)cc1)CC(=O)Nc1cc(Cl)ccc1Cl
  5	-6	1	0.9	-4	0.9	16	0.9	-4	0.8
O=C(Nc1ccccc1Oc1ccccc1)c1ccccc1F
  -32	-7	1	1.3	-3	0.9	12	1	31	0.9
COc1cccc(NC(=O)NCc2ccc(F)cc2)c1
  9	-17	1.1	0.9	-8	1	9	1	2	0.9
O=C(CCCn1c(=O)[nH]c2ccccc2c1=O)NCCSCc1ccccc1
  5	-10	1	0.9	-3	1	9	1.1	1	0.9
COC(=O)c1cn(C(=O)c2ccccc2Cl)c2ccccc12
  -13	-10	1	1.1	-2	1	0	1	7	1
O=C(NNC(=S)NC(=O)c1ccccc1[N+](=O)[O-])c1ccccc1O
  -44	-126	1	1.4	-1	1.1	59*	1.3	-1	0.4
O=C(Nc1ccc(-c2ccc([N+](=O)[O-])cc2)cc1)c1ccccc1F
  -4	-10	1	1	-5	1.1	-2	1.1	3	1
CC1Cc2ccccc2N1C(=S)NC(=O)C1(C)CC1(Cl)Cl (configuration not stated)
  4	-11	1	1	-2	1	0	1.1	-3	1
CCOc1ccc2nc(NCCNC(=O)CC)c(C#N)cc2c1
  -55	-44	1.1	1.6	-14	0.9	28	0.7	12	0.7
O=C(NCc1cn(-c2ccccc2)nc1-c1ccccc1)c1cc([N+](=O)[O-])cc([N+](=O)[O-])c1
  3	4	1.1	1	-6	1.1	0	1	100*	1
CC(C)CCN1CCN(Cc2ccc(C(F)(F)F)cc2)CC1CCO (configuration not stated)
  -10	-3	1	1.1	0	1	3	1	87*	1
Cc1cc2cc(CN(Cc3ccc4c(c3)OCO4)C(=O)c3ccco3)c(=O)[nH]c2cc1C
  10	-26	1.1	0.9	-6	0.8	33	0.8	20	0.7
Cc1c(C(=O)OCC(=O)N2c3ccccc3CC2C)oc2ccccc12 (configuration not stated)
  4	-6	1	1	-2	1	23	1	-6	0.8
O=C(O)CC(C(=O)O)n1nc(-c2ccccc2)cc1-c1ccccc1 (configuration not stated)
  4	12	1	1	-2	1	6	1	-8	0.9
O=C(NCCCO)c1nnc(Cc2c(F)cccc2Cl)o1
  13	-8	1.1	0.9	-7	1.1	14	1.1	0	0.9
CC1=C(C#N)C(C)C2=C(CC(C)(C)CC2=O)N1 (configuration not stated)
  -6	-8	1	1.1	-5	0.9	-2	1	-10	1
CSc1cccc(CN2CCC(CO)(Cc3ccccc3)CC2)c1
  -4	-3	1	1	-1	0.9	13	1	88*	0.9
O=C(NCc1cccnc1)c1ccccc1-c1ccccc1
  -2	-10	1	1	-4	1	3	1	-3	1
O=C(c1ccc(-c2ccccc2)cc1)C1CCCN(C(=O)c2ccncc2)C1 (configuration not stated)
  -6	-6	1	1.1	-3	nt	nt	nt	17	nt
COc1ccc(C(=O)O/N=C(\N)c2ccncc2)cc1OC
  12	-4	1	0.9	-2	0.9	4	1	6	1
CC(C)NC(=O)CN1CCN(C(=O)CCl)CC1
  -13	-8	1.1	1.1	-6	1.3	5	1.2	-7	0.9
CC(=O)Nc1ccc(NC(=O)C(C)c2cccc(C(=O)c3ccccc3)c2)cc1 (configuration not stated)
  -2	-8	1	1	-3	1	14	0.9	-5	0.9
COc1ccc(C(=O)C2CCCN(C(=O)Cc3c(C)noc3C)C2)cc1OC (configuration not stated)
  1	-3	1.1	1	-7	0.9	19	1	-2	0.8
CC(=O)Nc1ccc(S(=O)(=O)N(C)c2ccc(OCC(=O)OCC(=O)N3CCCCC3)cc2)cc1
  -21	-6	1	1.2	-2	1.1	4	1	-7	1
Cc1cc[n+](Cc2ccc([N+](=O)[O-])cc2)cc1
  -5	-13	1	1	0	1	0	0.9	-8	1
Cc1cccc(C(=O)N[C@H](C(=O)Nc2ccc(S(=O)(=O)NC3=NCCCCC3)cc2)C(C)C)c1
  -7	-16	1	1.1	-2	0.9	15	0.8	-1	0.9
CCOC(=O)N1CCN(CC(=O)Nc2ccc([N+](=O)[O-])cc2C(=O)Nc2ccccc2F)CC1
  15	-9	1	0.9	3	0.8	12	0.9	75*	0.9
Cc1cc(C(=O)CSc2nncs2)c(C)n1Cc1ccco1
  4	-1	1	1	2	1	8	0.9	6	0.9
Cc1cc(Oc2ccccc2)nc(SCC(=O)Nc2ccccc2)n1
  -2	3	1.1	1	-5	1.1	7	1.1	3	0.9
O=C(CSc1nncs1)NCCCc1ccccc1
  7	-5	1.1	0.9	-7	1.1	-4	1	-5	1
CC(=O)C1=C(O)C(=O)N(c2ccc(C)cc2)C1c1ccccn1 (configuration not stated)
  10	-4	1	0.9	1	1.2	14	0.9	-7	0.9
Cc1ccc(C2C(C(=O)c3cccs3)=C(O)C(=O)N2CCN2CCOCC2)o1 (configuration not stated)
  0	-10	1	1	-3	1.1	0	1.3	3	1
Cc1ccc(C(=O)NC2CCN(S(=O)(=O)c3ccc(C)cc3)CC2)cc1
  -8	0	1	1.1	-3	0.9	8	0.9	-4	0.9
O=c1[nH]ncc(N2CCCC2)c1Cl
  -10	-9	1	1.1	-1	1.1	5	1	-3	1
O=C(O)CSc1nc2c(cnn2-c2ccccc2)c(=O)n1-c1ccc(Br)cc1
  15	-4	1	0.8	1	1.1	21	1	-5	0.8
O=C(COC(=O)C1CC(=O)N(c2ccc3c(c2)OCCO3)C1)Nc1ccc2c(c1)CCC2 (configuration not stated)
  6	-9	1	0.9	-4	1	18	0.9	-5	0.8
O=C1NCC(c2ccccc2)C1C(=O)N/N=C/c1ccc(Cl)s1 (configuration not stated)
  -4	-5	1.1	1	-5	0.9	12	1	15	0.9
CCOC(=O)COc1ccc2c(c1)C(=O)CC(C)(C)O2
  6	-14	1	0.9	1	1	8	1	-3	0.9
O=S(=O)(CCc1nc2ccccc2s1)c1ccc(Cl)cc1
  10	-5	1	0.9	-3	0.9	13	0.9	-5	0.9
CC(C)c1ccc2[nH]c(O)c(N=NC(=O)c3cccc(S(=O)(=O)Nc4ccc(Cl)cc4)c3)c2c1
  10	-1	0.9	0.9	6	1	-8	1	0	1.1
CCOC(=O)N1CCN(c2c(-c3ccc(C)cc3)c(=O)c2=O)CC1
  10	-10	1.1	0.9	-6	1.1	7	1.1	-6	0.9
Cc1cccc(N2C(=O)CCC2=O)n1
  37	-19	1	0.6	0	1	-2	1.1	-6	1

An excerpt of these results, comma-delimited.
molecule,bIAP inhibitor,TNAP inh no acc,TNAP act hiacc,bIAP activator,TNAP inh hiacc,PMI act,Diaphorase inh,PMI act satM6P,L major viab,Diaph act CS
Cc1cccc(C(=O)N[C@H](C(=O)Nc2ccc(S(=O)(=O)NC3=NCCCCC3)cc2)C(C)C)c1,-7,-16,1,1.1,-2,0.9,15,0.8,-1,0.9
CCOC(=O)N1CCN(CC(=O)Nc2ccc([N+](=O)[O-])cc2C(=O)Nc2ccccc2F)CC1,15,-9,1,0.9,3,0.8,12,0.9,75*,0.9
Cc1cc(C(=O)CSc2nncs2)c(C)n1Cc1ccco1,4,-1,1,1,2,1,8,0.9,6,0.9

Rows are unselected. About 10% of those tested had a hit in this group.
